PRMT1 inh: PRMT1 (human) inhibition, primary screen; Q99873; actives 1.3% (n = 370,000); recombinant PRMT1, activity-based probe fluorescence polarization; inhibition, % at 2.79 µM;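 active = inhibition above about 21% made by adding two undisclosed values, limit read from the data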
HTRA1 inhibitor: inhibitors of human serine peptidase HTRA1. Q92743. recombinant HTRA1, FP-rhodamine activity-based probe, fluorescence polarization. inhibition, % at 5.96 µM. actives 0.5% (n = 340,000). AID 504803; in the data active = inhibition above about 36%;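 note: 0% = enzyme with DMSO and 100% = wells lacking enzyme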
Target sequence (Q92743 whole entry, looked up): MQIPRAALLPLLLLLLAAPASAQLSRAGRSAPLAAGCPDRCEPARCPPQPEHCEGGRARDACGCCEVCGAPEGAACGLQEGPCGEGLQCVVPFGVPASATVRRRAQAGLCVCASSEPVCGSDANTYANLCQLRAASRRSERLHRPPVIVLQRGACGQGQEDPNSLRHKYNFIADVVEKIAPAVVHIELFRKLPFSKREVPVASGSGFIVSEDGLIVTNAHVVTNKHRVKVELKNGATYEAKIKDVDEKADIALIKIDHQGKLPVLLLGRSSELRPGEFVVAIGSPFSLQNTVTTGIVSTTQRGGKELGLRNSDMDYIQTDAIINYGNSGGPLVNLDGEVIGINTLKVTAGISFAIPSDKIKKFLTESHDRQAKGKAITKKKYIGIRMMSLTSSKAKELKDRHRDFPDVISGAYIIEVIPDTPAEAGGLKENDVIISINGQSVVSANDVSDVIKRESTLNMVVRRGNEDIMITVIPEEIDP
LEDGF integ inh: blocks HIV-1 LEDGF/p75-dependent DNA integration. TR-FRET IN-LEDGF/p75 DNA integration, Eu/Cy5. inhibition, % at 3.7 µM. actives 0.64% (n = 370,000);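 active = inhibition above the screen-wide mean plus 3 SD, cut at about 13% in these data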;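 note: signal is the Cy5 over europium emission ratio at 671 and 618 nm; 0% = plate median of compound wells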
SIAE inh: inhibitors of human sialic acid acetylesterase SIAE; SIAE FP-Rh probe binding, fluorescence polarization; inhibition, % at 9.66 µM; actives 0.69% (n = 370,000); AID 1053197;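 active = inhibition above a cutoff: mean of compounds within the control limits plus 3 SD of those, cut at about 17% in these data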;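 note: 0% = plate median of compound wells and 100% = probe without SIAE protein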
Target sequence (Q9HAT2 whole entry, looked up): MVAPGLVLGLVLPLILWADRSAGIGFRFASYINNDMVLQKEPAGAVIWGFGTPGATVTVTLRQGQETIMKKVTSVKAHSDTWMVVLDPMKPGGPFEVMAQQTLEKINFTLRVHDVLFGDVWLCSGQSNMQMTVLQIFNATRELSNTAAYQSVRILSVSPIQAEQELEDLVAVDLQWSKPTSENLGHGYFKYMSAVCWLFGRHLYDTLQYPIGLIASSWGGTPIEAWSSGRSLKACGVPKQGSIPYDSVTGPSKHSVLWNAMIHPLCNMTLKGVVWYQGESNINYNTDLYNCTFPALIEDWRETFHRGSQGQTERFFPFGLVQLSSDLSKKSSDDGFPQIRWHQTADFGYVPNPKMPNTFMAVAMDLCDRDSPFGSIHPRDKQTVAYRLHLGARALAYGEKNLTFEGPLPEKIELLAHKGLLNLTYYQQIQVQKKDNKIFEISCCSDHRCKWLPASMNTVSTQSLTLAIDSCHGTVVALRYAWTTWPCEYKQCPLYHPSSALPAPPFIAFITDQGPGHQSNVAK
PG9 Ab binder: small molecules binding HIV-1 gp120 antibody PG9; inhibition, % at 6.7 µM; TR-FRET gp120-PG9 antibody binding; actives 0.43% (n = 360,000); AID 624416; in the data active = inhibition above about 8.5%
TDP2 inh: TDP2 (human) inhibition, absorbance primary screen | O95551 | recombinant TDP2, T5PNP hydrolysis, p-nitrophenol absorbance 415 nm | inhibition, % at 12.8 µM | actives 0.34% (n = 370,000);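 active = inhibition above the mean of all tested compounds plus 3 SD, set per campaign, cut at about 25% in these data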;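 note: 0% = DMSO with enzyme and 100% = buffer with substrate but no TDP2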
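Assay system: Recombinant human TDP2 | Quantity: 120 nM TDP2 per well | Incubation: 2 h at 37 °C | Signal: Epi absorbance | Evaluation: Percent inhibition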
mABHD4 FP: ABHD4 (mouse) inhibition, primary FP screen; Q8VD66; purified mABHD4, FP-Rh probe fluorescence polarization; inhibition, % at 8.92 µM; actives 0.54% (n = 370,000);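 active = inhibition exceeding the mean over every tested compound plus 3 SD, cut at about 30% in these data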;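 note: 0% = plate median of compound wells and 100% = S159A mutant with DMSO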
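Assay system: mouse ABHD4 enzyme, wild type / Also added: fluorescent activity-based probe FP-Rh / Doses: single nominal dose of 8.92 µM, 0.89% DMSO final / Timing: 45 min compound pre-incubation plus 60 min probe step, 25 °C / Signal: FP readout, ex 525 nm / em 598 nm / Control set: S159A mutant/DMSO as 100%, compound-well median as 0%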
UHRF1 MBD2 ctr: UHRF1 methyl-DNA binding inhibition | UHRF1 binding to methylated oligo, TR-FRET | actives 0.75% (n = 370,000) | AID 687016 | inhibition, % at 4.4 µM | Q96T88; in the data active = inhibition above about 21%;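 note: UHRF1 SRA domain binding a hemimethylated CpG hairpin DNA probe; 0% = median of test compound wells and 100% = reference inhibitor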
TCR-CD3 inh: inhibitors of human TCR-CD3 interaction; TAMRA-labeled TCR probe fluorescence, biochemical; actives 0.37% (n = 360,000); AID 651800; inhibition, % at 9.4 µM; in the data active = inhibition above about 19%;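 note: recombinant mutant TCR 2C K166C tagged with TAMRA read by polarization; 0% = receptor in buffer alone and 100% = receptor with positive control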
DDE Tn7 FP inh: disrupts Tn7 cyclic peptide binding to fibrin D-Dimer-E complex; actives 0.13% (n = 370,000); FP displacement of FITC-Tn7 peptide from fibrin DD(E); 0% = median of compound wells per plate; P02675; inhibition, % at 8.3 µM; AID 720508;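 active = inhibition above the mean of compounds falling within the control limits plus 3 SD of them, cut at about 14% in these data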;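 note: 0% = plate median of compound wells and 100% = 10 µM Aha-Tn7 peptide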
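Also added: labelled Tn7 tracer, 0.1 µM; Assay system: human fibrin DD(E) protein; Amount: 2 µM fibrin DD(E); Schedule: 10 min compound pre-incubation, 3 h probe incubation at room temperature; Repeats: one replicate per compound; Read-out basis: percent inhibition; Measured by: fluorescence polarization of the labelled Tn7 tracer.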
An asterisk follows results filed as active; . = not tested or not shown; & = joins results of further samples.

structure	PRMT1 inh	HTRA1 inhibitor	LEDGF integ inh	SIAE inh	PG9 Ab binder	TDP2 inh	mABHD4 FP	UHRF1 MBD2 ctr	TCR-CD3 inh	DDE Tn7 FP inh
C/C(=N/NC(=O)c1ccc(C)s1)c1cccc(NC(=O)c2ccoc2C)c1	0	-17	1	3	-2.1	18	-4	-2	0	-8
Cc1cc2c(=O)n(CC(=O)N3CCN(c4ccc(F)cc4)CC3)cnc2s1	-2	0	1	5	0.2	1	8	1	4	-2
Cc1csc(CNc2ncnc3ccc(-c4cccc(Cl)c4)cc23)c1	-3	-92	-2	-104	-1.9	2	-70	4	1	-3
COc1cc(C(=O)NCCN2C(=O)S/C(=C\c3cccs3)C2=O)cc(OC)c1OC	-2	2	4	-14	-6.1	-29	-11	-1	-3	-2
CCOc1ccc(S(=O)(=O)NCCN2CCOCC2)c2ccccc12	-2	2	9	2	-2.1	-12	-1	2	-7	-1
CC(C)C(NS(=O)(=O)c1cccc(C(F)(F)F)c1)C(=O)O (configuration not stated)	0	-2	3	13	-0.6	19	4	-2	0	0
CC(C)CN(Cc1c(O)ccc2ccccc12)CC(C)C	12	-5	3	-1	-1.9	-6	4	2	-2	9
CCNc1nc(NCC)n2c(SCC(=O)Nc3ccc(C(F)(F)F)cc3[N+](=O)[O-])nnc2n1	2	-2	-2	-8	-0.9	1	3	1	-3	2
COc1cc(OC)c(C2Oc3nc(SC)nnc3-c3ccccc3N2C(C)=O)cc1OC (configuration not stated)	0	-6	3	0	0.2	5	2	-3	9	-5
CCCC(=O)N1CCN(c2ccc(NC(=O)c3ccc4c(c3)OCCO4)cc2)CC1	-5	0	2	3	-0.7	-5	-4	7	-8	2
Cc1ccc(/C=N/NC(=O)Cc2ccc(O)cc2)s1	1	-1	-2	1	-0.3	4	0	-5	5	-2
CCN(CC)Cc1cc(C(C)(C)C)cc(N2CCOCC2)c1O	2	7	-4	7	0.9	1	14	-2	8	1
CCCSc1nc(SCC(=O)NCc2ccccc2)c2c3c(sc2n1)COC(C)(C)C3	-3	-6	1	-8	-0.3	5	-2	1	-2	0
COC(=O)[C@]1(C)N[C@H](CN(C)C(=O)Nc2ccc(Cl)cc2)[C@@H]2C(=O)N(C)C(=O)[C@@H]21	-3	-2	3	-5	-1.1	-5	9	2	-2	-4
O=c1[nH]c(/C=C/c2ccc(OC(F)F)cc2)nc2c1cnn2-c1ccccc1	3	2	4	-4	-3.4	-8	-12	3	5	-7
Cc1cccc(C)c1NC(=O)CNC(=O)c1ccc(COc2ccccc2)cc1	4	2	2	-6	0.9	-6	-8	1	-6	6
NC(=O)CCCC1=NS(=O)(=O)c2ccccc2N1	-1	8	-1	-4	-0.8	-4	-4	0	-4	-6
Cc1ccc(S(=O)(=O)N2CCN(C(=O)COC(=O)COc3ccccc3)CC2)cc1	-3	5	0	13	2.4	5	6	3	-7	2
CCOc1ccccc1N(CC(=O)NCCSc1ccccn1)S(=O)(=O)c1ccccc1	-1	-6	0	6	1.8	10	0	0	4	-4
CC(NS(=O)(=O)c1ccc(CCC(=O)NCC2CCCO2)cc1)c1ccccc1 (configuration not stated)	-2	-3	4	-2	2.4	3	7	-1	7	-4
O=c1[nH]c(Nc2ccc3c(c2)OCCO3)nnc1Cc1ccc(Cl)cc1	0	.	4	-2	-2.2	1	-3	4	-4	2
COc1ccc(C(=O)Nc2ccc(S(=O)(=O)NC(C)(C)C)cc2)cc1[N+](=O)[O-]	1	-13	1	-8	0.4	0	-2	-2	5	1
C=CCn1cc(C(=O)N2CCN(C)CC2)c(=O)c2cc(S(=O)(=O)N(CC)CC)ccc21	-5	8	0	-4	-2.5	1	2	1	5	6
O=C(CCc1nnc(CCCCc2ccccc2)o1)NCCC1CCCCO1 (configuration not stated)	-2	4	-4	2	0.4	-8	-4	-2	-3	-2

(next part)
SMILES,PRMT1 inh,HTRA1 inhibitor,LEDGF integ inh,SIAE inh,PG9 Ab binder,TDP2 inh,mABHD4 FP,UHRF1 MBD2 ctr,TCR-CD3 inh,DDE Tn7 FP inh
C=CCn1c(SCC(=O)NC(=O)Cc2ccccc2)nnc1-c1ccccc1F,1,-4,-1,3,0.4,5,0,0,1,-4
COc1ccc(-n2cnnc2SCC(=O)Nc2cccc(S(=O)(=O)N3CCCCC3)c2)cc1,2,-16,-5,-3,0.4,-7,0,2,-2,0
CCC(c1nnnn1-c1ccc2c(c1)OCCO2)N1CCc2ccccc2C1 (configuration not stated),-1,.,9,4,-2.4,10,-3,1,-2,-2
O=C(Nc1ccc(F)cc1F)N1CCN(CCc2ccccc2)CC1,1,-1,1,1,0.6,10,-1,-1,0,-3
CC12CCC(C(=O)O)(C/C1=N\O)C2(C)C (configuration not stated),-2&0,11&1,2&0,2&1,-3.0&1.6,-19&4,3&5,1&-4,14&0,1&-6
O=C(Nc1ccc(Cl)c(C(F)(F)F)c1)[C@@H]1CC=C[C@@H]2CCN(Cc3ccc(Cl)c(Cl)c3)C(=O)[C@@H]21,3,-17,-4,-78,-0.8,0,-18,-1,-8,6
COc1ccc([C@@H]2CC=C(C(=O)O)[C@H](c3ccccc3)N2S(=O)(=O)c2ccccc2C)cc1,-2,-7,1,3,0.9,-7,9,-1,4,-1
O=C(OCC(=O)N1CCN(C(=O)c2ccco2)CC1)c1ccc(S(=O)(=O)N2CCCCC2)cc1,3,3,0,-2,0.7,2,3,0,6,-3

Reprinted at random: 2 entries already listed
SMILES,PRMT1 inh,HTRA1 inhibitor,LEDGF integ inh,SIAE inh,PG9 Ab binder,TDP2 inh,mABHD4 FP,UHRF1 MBD2 ctr,TCR-CD3 inh,DDE Tn7 FP inh
CC12CCC(C(=O)O)(C/C1=N\O)C2(C)C (configuration not stated),-2&0,11&1,2&0,2&1,-3.0&1.6,-19&4,3&5,1&-4,14&0,1&-6
C=CCn1c(SCC(=O)NC(=O)Cc2ccccc2)nnc1-c1ccccc1F,1,-4,-1,3,0.4,5,0,0,1,-4

(further entries)
SMILES,PRMT1 inh,HTRA1 inhibitor,LEDGF integ inh,SIAE inh,PG9 Ab binder,TDP2 inh,mABHD4 FP,UHRF1 MBD2 ctr,TCR-CD3 inh,DDE Tn7 FP inh
Cc1snc(SCC(=O)N/N=C(\N)COc2ccc(F)cc2)c1C#N,3,0,1,-4,1.1,-1,3,4,-2,5
Cc1cc[n+](CC(=O)Nc2cccc(C)c2)cc1,-3,0,-1,1,0.6,13,1,1,-1,-2
CCc1nc2ccc(C(=O)NC3CCC(C)CC3)cc2nc1CC (configuration not stated),-1,0,3,-6,-0.4,-20,-8,1,-7,8
COc1ccccc1C(=O)NCCC(=O)NNC(=O)c1ccccc1O,9,-5,-18,6,2.1,-19,8,7,45*,-10
O=C1CNC(=S)N1Cc1ccccc1,-1,5,-1,3,-1.4,2,-5,-1,8,-6
O=C(/C=C/c1ccc(Cl)cc1)Nc1cc(S(=O)(=O)N2CCOCC2)ccc1N1CCOCC1,-3,-4,3,-9,-0.1,1,3,-1,-1,2
O=C(CSc1nnc(SCc2ccccc2)s1)N/N=C/C=C/c1ccco1,7,-14,1,3,-2.5,6,8,4,17,1
COc1ccccc1CCNCc1ccc(OC)c(OCc2ccccc2)c1,1,0,1,4,-1.7,2,12,1,5,-2

Quoted from the listing.
`O=C(OCC(=O)N1CCN(C(=O)c2ccco2)CC1)c1ccc(S(=O)(=O)N2CCCCC2)cc1` – PRMT1 inh = 3
`COc1ccccc1C(=O)NCCC(=O)NNC(=O)c1ccccc1O` – PG9 Ab binder = 2.1
`COc1ccccc1CCNCc1ccc(OC)c(OCc2ccccc2)c1` – UHRF1 MBD2 ctr = 1

Arranged by molar mass (smallest number first): part of the list above.
SMILES,PRMT1 inh,HTRA1 inhibitor,LEDGF integ inh,SIAE inh,PG9 Ab binder,TDP2 inh,mABHD4 FP,UHRF1 MBD2 ctr,TCR-CD3 inh,DDE Tn7 FP inh
O=C1CNC(=S)N1Cc1ccccc1,-1,5,-1,3,-1.4,2,-5,-1,8,-6
CCc1nc2ccc(C(=O)NC3CCC(C)CC3)cc2nc1CC (configuration not stated),-1,0,3,-6,-0.4,-20,-8,1,-7,8
COc1ccccc1C(=O)NCCC(=O)NNC(=O)c1ccccc1O,9,-5,-18,6,2.1,-19,8,7,45*,-10
COc1ccccc1CCNCc1ccc(OC)c(OCc2ccccc2)c1,1,0,1,4,-1.7,2,12,1,5,-2
O=C(CSc1nnc(SCc2ccccc2)s1)N/N=C/C=C/c1ccco1,7,-14,1,3,-2.5,6,8,4,17,1
O=C(OCC(=O)N1CCN(C(=O)c2ccco2)CC1)c1ccc(S(=O)(=O)N2CCCCC2)cc1,3,3,0,-2,0.7,2,3,0,6,-3

Other compounds follow:
SMILES,PRMT1 inh,HTRA1 inhibitor,LEDGF integ inh,SIAE inh,PG9 Ab binder,TDP2 inh,mABHD4 FP,UHRF1 MBD2 ctr,TCR-CD3 inh,DDE Tn7 FP inh
O=C(O)C1(O)C[C@@H](O)C(O)[C@H](O)C1 (some centres not stated),2,0,-1,-5,0.4,-2,0,2,-4,-3
Cc1ccc(C(=O)NCc2occc2C(=O)O)o1,2,-5,2,8,1.6,6,5,1,6,8
Cc1c(C(=O)O)sc(S(=O)(=O)N2CCN(C(=O)Cc3ccc(F)cc3)CC2)c1C(=O)O,2,2,-4,0,-1.6,6,1,-2,2,6
CC(C)Cc1nn2c(=O)cc(O)nc2s1,-5,7,2,4,-3.0,2,4,-1,9,-4
O=S(=O)(c1cccc(C(F)(F)F)c1)N1CCN(CC(O)COCc2ccccc2)CC1 (configuration not stated),1,-3,0,-4,1.8,-6,11,-2,3,7
Cc1cc(C)c(OCC(O)CN2CCN(C(=O)c3ccccc3)CC2)c(C)c1 (configuration not stated),4,-2,-1,-2,-0.6,14,13,-2,1,3
CCCCOc1ccc2c(c1)C(=O)c1cc(O)ccc1-2,2,35,2,9,-3.0,-6,44*,-1,5,-4
CCCOc1ccccc1N/C(=N\S(=O)(=O)c1ccc(C)cc1)Nc1nc(C)cc(C)n1,-1,-4,1,-1,-0.7,-6,2,0,4,0

Source: PubChem BioAssay
